# Screens as filed in PubChem BioAssay.
# Mac1 fbg inh: inhibitors of human CD11b/CD18 binding to fibrinogen. P05107+P11215. K562 CD11b/CD18 adhesion to fibrinogen, ATPlite luminescence; Mn2+ added to activate the integrin. inhibition, % at 10 µM. 93,000 compounds, 0.54% hits. AID 1497;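 active means primary inhibition of 50% or more at 10 µM, then 40% or more on retest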; further: some results filed as inactive read as strong as hits
# Target sequence (P05107 whole entry, looked up, other chains not shown): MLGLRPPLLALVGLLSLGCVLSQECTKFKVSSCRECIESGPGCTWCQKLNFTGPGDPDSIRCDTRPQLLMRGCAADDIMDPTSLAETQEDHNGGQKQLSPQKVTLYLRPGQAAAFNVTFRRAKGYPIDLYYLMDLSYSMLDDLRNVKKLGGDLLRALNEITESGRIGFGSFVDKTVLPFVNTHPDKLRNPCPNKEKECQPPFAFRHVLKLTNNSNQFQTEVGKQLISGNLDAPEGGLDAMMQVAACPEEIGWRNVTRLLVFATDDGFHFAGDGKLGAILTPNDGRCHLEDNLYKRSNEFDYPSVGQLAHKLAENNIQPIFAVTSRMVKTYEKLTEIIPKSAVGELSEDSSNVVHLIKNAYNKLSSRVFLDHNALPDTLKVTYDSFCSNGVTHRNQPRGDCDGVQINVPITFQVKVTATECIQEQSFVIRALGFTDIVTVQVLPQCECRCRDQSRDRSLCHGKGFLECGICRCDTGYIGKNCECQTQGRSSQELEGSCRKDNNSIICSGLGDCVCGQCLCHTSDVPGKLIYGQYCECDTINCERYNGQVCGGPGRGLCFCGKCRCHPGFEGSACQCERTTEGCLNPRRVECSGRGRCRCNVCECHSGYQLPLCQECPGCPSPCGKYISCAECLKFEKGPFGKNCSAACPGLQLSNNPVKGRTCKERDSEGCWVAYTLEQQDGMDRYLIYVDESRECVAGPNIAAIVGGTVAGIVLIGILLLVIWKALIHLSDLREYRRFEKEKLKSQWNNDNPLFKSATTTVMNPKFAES
# Mac1 fbg enh: enhancers of human CD11b/CD18 binding to fibrinogen. P05107+P11215. K562 CD11b/CD18 adhesion to fibrinogen, ATPlite luminescence. activation, % at 10 µM. 93,000 compounds, 0.07% hits;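 active means 10 µM primary screen giving 50% or more activity, confirmed by 40% or more on retest at that dose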; further: strong numbers were not always called active; reference of the scale not given here
# The depositor's hits bear a star. An excerpt. The share of hits here may be higher or lower than overall.
SMILES,Mac1 fbg inh,Mac1 fbg enh
CN(Cc1ccccc1)C(=S)NC(=O)C1CCCCC1,3,-2
CC(=O)N1N=C(c2ccc(C(C)(C)C)cc2)OC1(C)C,-14,2
COCCNC(=O)c1cccc(C)c1[N+](=O)[O-],1,-3
CCN(Cc1ccccc1)S(=O)(=O)c1cc(C(=O)NCC2CCCCC2)ccc1OC,36,-1
O=C(NCc1ccc(Cl)cc1)C(=O)NCC1OCCN1C(=O)c1cccs1 (stereo not drawn),-12,5
Cc1cccc(Nc2nnc(SCC3CCCCO3)s2)c1 (stereo not drawn),10,7
O=C(COC(=O)[C@H](Cc1ccccc1)NC(=O)c1cccs1)Nc1c(Cl)cccc1Cl,15,-2
CC1=CC(C)(C)n2c(O)c(N=NC(N)=S)c3c(C)ccc1c32,9,-2
CCN(NC(=O)C(O)(c1ccc(F)cc1)c1ccc(F)cc1)C(=O)c1ccccc1,5,2
O=C(Nc1cc(Sc2ccccn2)cc([N+](=O)[O-])c1)c1cccc(Cl)c1,84,-7
N#CC1=C(N)Oc2cc(O)c(C=Nc3ccccc3)cc2C1c1ccccc1 (stereo not drawn),-4,32
CCCCn1c(CNC(=O)C23CC4CC(CC(C4)C2)C3)nnc1SC(C)CC (stereo not drawn),9,8
Cc1ccccc1N(CC(=O)Nc1ccccc1C(=O)NCc1ccco1)S(=O)(=O)c1ccccc1,-13,2
O=C(CSc1nnc(-c2ccccc2F)n1C1CC1)NC(=O)c1cccc([N+](=O)[O-])c1,6,1
CCCCn1c(/N=C/c2ccccc2NS(=O)(=O)c2ccc(C)cc2)nc2ccccc21,23,4
Cn1c(SCC(=O)N/N=C/C=C\c2ccccc2[N+](=O)[O-])nc2ccccc21,-6,8
O=C(/C=C/c1ccc(Cl)cc1)NC(=S)Nc1ccc(NC(=O)c2ccco2)cc1,2,23
CC(C)Oc1ccc(C(=O)Nc2ccc(C(F)(F)F)n(C)c2=O)cc1,1,-2
CN1CCN(NC(=O)C2CC2)CC1,-3,1
Cc1cc(C)nc(SCc2cc(=O)c(OC(=O)c3cc([N+](=O)[O-])ccc3Cl)co2)n1,-1,11

# Grouped by structure, the entries above containing a furan ring, fused or not (2)
SMILES,Mac1 fbg inh,Mac1 fbg enh
Cc1ccccc1N(CC(=O)Nc1ccccc1C(=O)NCc1ccco1)S(=O)(=O)c1ccccc1,-13,2
O=C(/C=C/c1ccc(Cl)cc1)NC(=S)Nc1ccc(NC(=O)c2ccco2)cc1,2,23

# Additional compounds follow:
SMILES,Mac1 fbg inh,Mac1 fbg enh
CNc1cccc2c1C(=O)c1ccccc1C2=O,8,16
O=C(Nc1ccc(Cl)cc1C(F)(F)F)c1ccccc1Cl,1,1
COc1cc(CCC(=O)Nc2cccc(C(F)(F)F)c2)cc(OC)c1OC,-14,2
Cc1cccc(C(=O)N[C@H](C(=O)OCc2cc(=O)n3c(n2)sc2ccccc23)C(C)C)c1,44,11
CCOc1ccc(Oc2c(/C=N/NC(C)=O)c(C)nn2-c2ccccc2)cc1,-13,0
Cn1c(SCC(=O)N=Nc2c(O)[nH]c3ccccc23)nc2ccccc21,2,20
O=C(/C=C/c1ccccc1Cl)N(Cc1ccccc1)C1CCS(=O)(=O)C1 (stereo not drawn),-30,-1
CC(C)CC(=O)OC1C(N2CCOCC2)c2c(ccc(/C=C/C(=O)N3CCOCC3)c2O)OC1(C)C (stereo not drawn),-2,-3
CCN(CC)c1ccc(C(=O)OCC(=O)Nc2cc3oc4ccccc4c3cc2OC)cc1,13,66
Cc1cccc(NS(=O)(=O)c2cnc(Cl)c(Br)c2)n1,4,2
C/C(=N\NC(=O)c1ccc(C)cc1C)c1ccc(-n2ccnc2)cc1,5,1
CC1(CC(=O)N/N=C/c2ccc(-c3ccc(Cl)cc3)o2)OCCO1,7,-4
O=C(Cc1cccs1)N/N=C/c1ccc(OCc2ccccc2)cc1,-1,5
C=CCNC(=S)NNC(=O)c1ccc(Br)cc1,4,-1
CCCCNc1ccc2nsnc2c1[N+](=O)[O-],4,-2
O=C(CSc1nc2ccccc2[nH]1)NCc1ccc2c(c1)OCO2,0,-4
COc1ccccc1OCCNS(=O)(=O)c1ccc2oc3ccccc3c2c1,76,-4
N#C/C(=C/c1ccc(N2CCCCC2)cc1)c1cccc(F)c1,38,-6
O=C(C1=NN[C@@H]2C(=O)N(c3cccc(F)c3)C(=O)[C@H]12)c1ccc2ccccc2n1,7,2
CCN(C(=O)COC(=O)c1c(NC(C)=O)sc(C)c1C)C1CCS(=O)(=O)C1 (stereo not drawn),26,0
COc1ccc(-c2cnnc(N/N=C/C(C)=C/c3ccccc3)n2)cc1,-11,51
CCN1C(=O)/C(=C/c2nc3ccccc3c(=O)n2-c2ccc(C)cc2)c2ccccc21,-8,2
O=C(COc1ccc(Cl)cc1Cl)OCC(=O)N1CCCc2ccccc21,-4,4
CCOC(=O)Nc1nnc(/C=C/c2ccc(OC)cc2)s1,8,-7
CCOC(=O)c1c(/N=C/c2cc(C)ccc2O)sc2c1CCC2,4,-6
O=C(OCc1nc2scc(-c3ccccc3)c2c(=O)[nH]1)c1cccc([N+](=O)[O-])c1,-14,2
CCOc1ccc(-c2nnc3ccc(SCC(=O)Nc4nc5ccccc5s4)nn23)cc1,9,12
CSc1ccccc1NC(=O)CN(C)CC(=O)Nc1ccc(Cl)cc1F,7,0
COC(=O)c1cccc(NC(=S)Nc2cccc(Cl)c2Cl)c1,32,0
O=C(NC12CC3CC(CC(C3)C1)C2)c1ccc(-c2cccc(Cl)c2)o1,20,7
CCOC(=O)c1c(Cc2ccc(Cl)cc2)c[nH]c1C,7,21
COc1ccc(/C=N/NC(=O)CSc2n[nH]c(=O)[nH]c2=O)cc1,20,2
Oc1nc(Nc2cccc(Cl)c2)sc1/C=C1\C=Nc2ccccc21,104,-7
CCOc1ccc(NC(=O)CN(C)CC(=O)Nc2ccccc2SC)cc1OCC,4,2
CN1/C(=C\C(=O)Nc2cccc(Cl)c2)C(C)(C)c2ccccc21,81,-8
Nc1cc(-c2cccc([N+](=O)[O-])c2)[nH]n1,-6,-2
CCCC(C)NC(C)C(=O)NC1CCCC1 (stereo not drawn),-10,-6
Cc1cccc2sc(NC(=O)C3=NN(c4ccccc4)C(=O)CC3)nc12,-9,2
Cc1cccc(NC(=O)CSc2ccc(-c3cccs3)nn2)c1C,-13,35
Cc1ccnc(NS(=O)(=O)c2ccc(NC(=O)c3cncc(Br)c3)cc2)n1,-2,-1

# Retrieved one by one from the entries so far (4):
SMILES,Mac1 fbg inh,Mac1 fbg enh
CCOC(=O)Nc1nnc(/C=C/c2ccc(OC)cc2)s1,8,-7
Cc1cccc2sc(NC(=O)C3=NN(c4ccccc4)C(=O)CC3)nc12,-9,2
COc1ccc(-c2cnnc(N/N=C/C(C)=C/c3ccccc3)n2)cc1,-11,51
Cc1cccc(NC(=O)CSc2ccc(-c3cccs3)nn2)c1C,-13,35

# Next compounds follow.
SMILES,Mac1 fbg inh,Mac1 fbg enh
O=C(COc1ccc(Cl)cc1)NC1=NN(c2ccccc2)C(=O)C1,26,2
COc1cc(NC(=O)CN2CCCCC2)c(C)cc1[N+](=O)[O-],-7,2
CCCCn1c(/C=C/c2ccco2)nc2ccccc21,18,-3
COc1ccc(OC)c(C2C3=C(CCCC3=O)Nc3nnnn32)c1 (stereo not drawn),-7,-3
O=C(Nc1ccccc1)c1sc(N2CCOCC2)nc1-c1ccccc1,0,6
Cc1[nH]c2ccccc2c1C(Nc1nccs1)c1ccncc1 (stereo not drawn),-9,-1
Cc1cc(C)n(C(=O)C(C)n2nc([N+](=O)[O-])c(Br)c2C)n1 (stereo not drawn),5,-3
CCC(C)(c1nnnn1-c1c(C)cccc1C)N(N=O)c1ccccc1Cl (stereo not drawn),23,1
Cc1nnc(N/N=C/c2ccc(O)c([N+](=O)[O-])c2)[nH]c1=O,-2,4
O=[N+]([O-])c1cc(S(=O)(=O)Nc2ccccc2)ccc1NCc1cccnc1,24,0
O=C(CSc1ncnc2ccccc12)c1ccc2c(c1)OCCO2,95,-9
COc1ccc(OCC(=O)OCCNC(=O)c2cccnc2)cc1,-5,4
N#CCC(=O)N/N=C1\CCCCC1C1CCCCC1 (stereo not drawn),11,2
COc1ccc(OC)c(C=Nc2ccccc2-c2nc3ccccc3[nH]2)c1,14,0
O=C(NN1C(=O)C2C3c4ccccc4C(c4ccccc43)C2C1=O)c1ccccc1 (stereo not drawn),-4,-2
COC(=O)N(NC(=O)C(O)(c1ccccc1)c1ccccc1)c1ccc(C)cc1,1,2
NC(=S)N/N=C/c1coc2c(ccc3ccccc32)c1=O,12,48
CC(C)c1ccc(S(=O)(=O)c2nnn3c2nc(N2CCCCC2)c2ccccc23)cc1,14,-4
COc1ccc(N2CC(NC(=O)NCCC(C)C)CC2=O)cc1 (stereo not drawn),-11,2
COc1ccc(/C=N/NC(=O)Cn2nnc3ccccc32)cc1OC,1,-4
CCOC(=O)c1ccc(CNCc2ccc(C)cc2)cc1,10,-2
N#C/C(=C\c1ccc(-c2ccc([N+](=O)[O-])cc2Br)o1)C(=O)N1CCN(c2ccccc2)CC1,-13,43
CC(C)CN(C(=O)CCc1ccccc1)c1c(N)n(CC(C)C)c(=O)[nH]c1=O,-5,-1
O=C(NCc1ccc(F)cc1)c1c2c(nc3ccccc13)CCN(Cc1ccccc1)C2,0,16
N#Cc1ccc(CSc2nnc(NC(=O)C3CC(=O)N(c4ccc5c(c4)OCCO5)C3)s2)cc1 (stereo not drawn),10,74
CC(C)NC(=S)N1CCN(C(c2ccccc2)c2ccccc2)CC1,-12,10
Cc1ccc(N=Cc2c(O)n(-c3nccs3)c(=O)c3ccccc23)cc1,-3,4
Cc1cccc(-n2c(Cc3ccccc3)nnc2SCc2ccc([N+](=O)[O-])cc2)c1,-10,0
Cc1ccc(/C=C/C(=O)NCCCc2ccccc2)cc1,5,-4
O=C(NCCN1C(=O)S/C(=C\c2ccccc2F)C1=O)C1CCCN1C(=O)c1cccs1 (stereo not drawn),0,3
CCn1c2ccc(F)cc2c2nnc(NN)nc21,-2,-1
COc1ccccc1CNC(=O)c1cccc(C)c1[N+](=O)[O-],-8,-3
Cc1cc2oc(=O)cc(Cn3nnc(-c4ccc(Cl)cc4)n3)c2cc1C(C)C,5,3
Oc1ccc(N=C/C=C/c2cccc(Br)c2)cc1-c1nc2ccccc2s1,-12,9
CCOC(=O)N/N=C(\C)c1ccc(C)c([N+](=O)[O-])c1,-2,7
COc1ccc(CNC(=O)C(=O)NCC(c2ccco2)N2CCOCC2)cc1 (stereo not drawn),2,-1
O=C(CCSCc1ccc(Cl)cc1)NC1CCCC1,8,-1
Cc1ccc(CN(Cc2ccco2)C(=S)NCC(=O)O)cc1,3,-3
O=C(NCCN1CCOCC1)NC1(C(F)(F)F)Oc2ccc(Cl)cc2O1 (stereo not drawn),-11,15
COCCn1c(SCC(=O)N2CCc3ccccc3C2)nc2ccccc2c1=O,8,-2
C/C(=N\NC(=O)CSc1nnc(C)s1)c1ccc(Cl)cc1,12,-6
O=C(CSc1nc2[nH]ncc2c(=O)[nH]1)N1CCCCC1,-2,-3
N/C(=N\OC(=O)CCC1CCCC1)c1cccnc1,11,0
O=C1C=CC(=O)N1CCCCCCN1C(=O)C=CC1=O,105,-13
Cc1nc2ccccc2nc(C)c1=NOCc1ccccc1Cl,-20,6
C=CCN(c1cccc(C(F)(F)F)c1)S(=O)(=O)c1cccc(C(=O)OCC(=O)NCCC)c1,4,-4
O=C(CSc1nc2ccccc2[nH]1)NC1CCCc2ccccc21 (stereo not drawn),11,3
O=C(CSc1nc2ccccc2s1)N1N=C(c2cccs2)CC1c1ccc(F)cc1 (stereo not drawn),5,3
O=C(CCCCCNC(=O)c1ccccc1)N/N=C/c1ccc(O)cc1O,-2,2
CCC(=O)N(Cc1ccco1)c1nc(C(=O)Nc2ccc(Cl)cc2)c(C)s1,5,-2
CCOC(=O)c1nn(-c2ccc(F)cc2)c2c1CC/C2=C/c1ccccc1,-2,13
Cc1ccc(C)c(NC(=O)Cc2coc3cc4c(cc23)CCC4)c1,0,3
CC(=O)C1=C(c2ccccc2)OC(N)=C(C#N)C1c1ccccc1F (stereo not drawn),15,-3
O=P(Cc1ccccc1)(c1ccccc1)c1ccccc1,0,-4

# Some of the entries so far, with the structure last:
Mac1 fbg inh | Mac1 fbg enh | SMILES
4 | -4 | C=CCN(c1cccc(C(F)(F)F)c1)S(=O)(=O)c1cccc(C(=O)OCC(=O)NCCC)c1
11 | 3 | O=C(CSc1nc2ccccc2[nH]1)NC1CCCc2ccccc21 (stereo not drawn)
5 | 3 | O=C(CSc1nc2ccccc2s1)N1N=C(c2cccs2)CC1c1ccc(F)cc1 (stereo not drawn)
-2 | 2 | O=C(CCCCCNC(=O)c1ccccc1)N/N=C/c1ccc(O)cc1O
5 | -2 | CCC(=O)N(Cc1ccco1)c1nc(C(=O)Nc2ccc(Cl)cc2)c(C)s1
-2 | 13 | CCOC(=O)c1nn(-c2ccc(F)cc2)c2c1CC/C2=C/c1ccccc1
